Screens: PubChem, National Center for Advancing Translational Sciences (NCATS)
DRD3 antagonist – antagonists of human D3 dopamine receptor | D3R cells, DiscoveRx beta-arrestin luminescence, antagonist mode; stronger effect = lower value | max response, negative = inhibition, % | actives 2.5% (n = 360,000) | AID 652054; in the data active = max response below about -50%; inconclusive = no clear call, values can overlap the other calls; also: % is scaled to controls: 0 for no effect and ±100 for the full control effect; mostly tested at two doses, the higher about 12 µM
Target sequence (P35462 whole entry, looked up): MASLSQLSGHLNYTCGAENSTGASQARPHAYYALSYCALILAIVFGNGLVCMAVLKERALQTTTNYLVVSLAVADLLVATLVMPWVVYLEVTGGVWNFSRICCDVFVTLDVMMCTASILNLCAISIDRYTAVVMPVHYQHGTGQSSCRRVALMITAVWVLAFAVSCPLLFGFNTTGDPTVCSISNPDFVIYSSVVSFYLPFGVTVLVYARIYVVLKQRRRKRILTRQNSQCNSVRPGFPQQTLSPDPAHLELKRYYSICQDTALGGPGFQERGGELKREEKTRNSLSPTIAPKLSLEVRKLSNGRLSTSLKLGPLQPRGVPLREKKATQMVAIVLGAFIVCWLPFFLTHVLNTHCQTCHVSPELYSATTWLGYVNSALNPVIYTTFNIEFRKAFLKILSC
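Cells expressing the human receptor were seeded at 1500 cells/well, incubated overnight at 37 degrees C in 5% CO2, then exposed to library compounds with dopamine controls for 90 minutes at 37 degrees C before luminescent detection.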
CCT chaperon mod – changes cytosolic chaperonin activity | activity change, % (concentration not given with the values), hits read low | purified chaperonin ATPase assay, HTRF ADP detection, 30 min | actives 0.3% (n = 360,000) | AID 651819; in the data active = activity change below about -30%; also: % is scaled to controls: 0 for no effect and ±100 for the full control effect
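We incubate TRiC, 40 or 20 nM final, with library compounds at 76 uM and 10 uM ATP for 30 min at 37 °C. ADP formed is detected with Transcreener HTRF reagents after 30 min at room temperature.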
EPAC2 antagonist – antagonists of human EPAC2. Q8WZA2. EPAC2 GEF exchange of Rap1B-BODIPY-GDP, fluorescence. Potency, µM (series often up to 114 µM), without a hit: top-dose activity, negative = inhibition, hits mostly inhibitors. actives 0.18% (n = 360,000). AID 720708; also: potency is read from the fitted curve at half-maximal effect; % is scaled to controls: 0 for no effect and ±100 for the full control effect; nearly all actives have a fitted effect of over 45% in size; many of its hits are not listed in these tables
Mm-Cpn inhibitor – inhibitors of Methanococcus maripaludis chaperonin (MmCpn) | purified Mm-Cpn ATPase, ADP Transcreener TR-FRET | Potency, µM (top dose mostly 76.9 µM), without a hit: at the top dose activity, negative = inhibition, hits mostly inhibitors | actives 0.031% (n = 330,000); also: potency is read from the fitted curve at half-maximal effect; % is scaled to controls: 0 for no effect and ±100 for the full control effect; nearly all actives have a fitted effect of over 80% in size
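Quantitative HTS used 25 nM Mm-CPN and 10 uM ATP in magnesium/KCl Tris buffer, pH 7.4, with 1 mM DTT. Hydrolysis ran 30 min at 37°C; ADP was read by HTRF.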
PTHR1 agonist – PTHR1 (human) receptor agonism. Q03431. HEK293 GP2 PTHR1 cells, GloSensor cAMP luminescence, 1 h. Potency, µM (series often up to 115 µM), without a hit: at the highest dose activation, most hits filed as activators. actives 0.075% (n = 410,000); also: potency is read from the fitted curve at half-maximal effect; nearly all actives have a fitted effect of over 55% in size; some results filed as inactive show a strong effect at the top dose; inactives centre near -15; many of its hits are not listed in these tables
Target sequence (Q03431 whole entry, looked up): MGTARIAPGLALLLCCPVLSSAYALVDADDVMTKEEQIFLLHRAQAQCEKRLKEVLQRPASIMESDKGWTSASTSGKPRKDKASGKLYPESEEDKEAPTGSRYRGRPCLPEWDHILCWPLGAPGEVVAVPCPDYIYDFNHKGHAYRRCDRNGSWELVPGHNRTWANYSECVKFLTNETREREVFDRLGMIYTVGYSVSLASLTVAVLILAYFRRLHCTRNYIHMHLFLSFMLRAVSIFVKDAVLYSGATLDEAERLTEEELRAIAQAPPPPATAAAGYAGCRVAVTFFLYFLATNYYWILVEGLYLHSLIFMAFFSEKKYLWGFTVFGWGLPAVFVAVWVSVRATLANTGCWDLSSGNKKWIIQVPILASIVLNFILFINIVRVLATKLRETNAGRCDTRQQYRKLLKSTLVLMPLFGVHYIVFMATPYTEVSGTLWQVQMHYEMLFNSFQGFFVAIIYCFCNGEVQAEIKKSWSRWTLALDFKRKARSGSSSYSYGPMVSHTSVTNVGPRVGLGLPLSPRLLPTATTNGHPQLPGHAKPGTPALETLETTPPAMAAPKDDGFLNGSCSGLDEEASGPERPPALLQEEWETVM
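HEK-293-derived GP2 cells expressing PTHR1 and a GloSensor cAMP reporter, 3,000/well, plated overnight, given luciferin plus IBMX (each 0.5 mM as added) for 1 h at 37 °C, then compound for 1 h at 37 °C. Luminescence was read after 15 min at room temperature.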
pAkt inh – inhibitors of Akt phosphorylation; actives 0.32% (n = 360,000); activity change, % for hits at 50 µM; Neuro2A IGF-stimulated pAkt S473 HTRF, 20 min; stronger effect = lower value; in the data active = activity change below about -80%; inconclusive = mostly about -51% to -80%; also: % is scaled to controls: 0 for no effect and ±100 for the full control effect
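Single-point screen (50 µM final compound) in Neuro2A cells stimulated 20 min with 6 nM IGF at 37 deg C. After lysis, Ser473-phosphorylated Akt read by HTRF (ex 330 nm, em 615/665 nm) as the 665/615 ratio.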
D3 ag – agonists of human D3 dopamine receptor; actives 0.58% (n = 410,000); D3R DiscoveRx beta-arrestin cells, luminescence, 90 min; max activation, %; P35462; in the data active = max activation above about 30%; also: 0% is about no effect; mostly tested at two doses, the higher about 12 µM
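Agonist mode: compounds and dopamine controls were applied to plated cells for 90 min at 37 degrees C after an overnight attachment at 1500 cells/well. Luminescent read-out followed 30 - 60 minutes at room temperature with DiscoveRx detection reagent.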
EPAC2 agonist – agonists of human EPAC2 (RAPGEF4). Q8WZA2. EPAC2 activation, biochemical qHTS; response scale: 100% = 6.5 mM cAMP response. Potency, µM (top dose mostly 154 µM), for the others: at the highest dose activation, most hits filed as activators. actives 0.079% (n = 360,000); also: potency is read from the fitted curve at half-maximal effect; nearly all actives have a fitted effect of over 50% in size
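In this primary screen, activation is scored as increased exchange of BODIPY-GDP from Rap1B by 100 nM EPAC2, with 50 uM GDP as competitor. Signal is normalized to the 6.5 mM cAMP agonist control.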
An asterisk follows results filed as active; i = inactive; ? = inconclusive; . = no result given; [ ] = remark or other dose. Unless noted, calls follow the shape of the dose curve; as a rule, active = well fitted curve in the direction sought with a large enough effect; inconclusive = small, poorly fitted or top-dose-only effect, or another doubt; inactive = no such curve, though single readings can be large; an effect the other way counts as inactive or inconclusive. Some of the compounds tested; the hit share may differ from the screen's.

SMILES | DRD3 antagonist | CCT chaperon mod | EPAC2 antagonist | Mm-Cpn inhibitor | PTHR1 agonist | pAkt inh | D3 ag | EPAC2 agonist
CC(=O)C1=C(O)C(=O)N(c2ccc(O)cc2)C1c1ccccc1 (stereo not drawn) | 0 | 1.2 | 4% | -1% | i | i | 3 | 1%
COc1ccc(C)cc1NC(=O)CSc1nnc2ccc(-c3cccnc3)nn12 | 0 | -1.1 | -4% | 2% | -9% | i | 5 | -3%
CCOC(=O)c1cc(C#N)c(N2CCN(C(=O)c3ccccc3)CC2)nc1C(F)(F)F | 27 | -0.4 | -5% | -2% | -33%[inhibitor] | i | 27 | -5%
CCOC(=O)N1CCN(C(=O)CCSc2ccc(C)cc2)CC1 | 1 | -1.6 | -4% | 2% | i | i | 2 | 11%
N#CC1(C#N)COC23CCCCC2C1(C#N)C(=N)O3 (stereo not drawn) | 15 | -7.5 | 7% | 0% | i | i | 3 | 13%
COc1ccc(CC(=O)NC2CCSc3ccccc32)c(OC)c1 (stereo not drawn) | -3 | 0.6 | -5% | 1% | -20% | i | 0 | 6%
NC(=O)CC(NC(=O)Cc1cccc2ccccc12)c1ccc(NC2CC3CCC2C3)c([N+](=O)[O-])c1 (stereo not drawn) | -65* | 0.4 | -7% | -2% | -14% | i | -23 | 1%
Cc1nn(C)cc1CN1CCC(CO)(CCOc2ccccc2)CC1 | -12 | 0.4 | -3% | -4% | i | i | 2 | -4%
O=C(CSc1nc2ccccc2nc1N1CCOCC1)Nc1ccccc1F | 9 | -3.0 | -20% | -14% | -13% | i | 1 | 1%
Cc1ccc(OCC(=O)NNC(=O)CCc2ccccc2)cc1 | 16 | -12 | 1% | 0% | -18% | i | 2 | 11%
Cn1cc(S(=O)(=O)Nc2ccc(OC(F)(F)F)cc2)c(=O)n(C)c1=O | 6 | 1.7 | 2% | 2% | i | i | 6 | 5%
COc1cccc(C(=O)NCCCNc2nc3cc(C)cc(C)c3cc2C#N)c1 | 48 | -0.7 | 1% | . | -82%[inhibitor] | i | 13 | 0%

In another format: ten of the compounds above.
Each structure is followed by: DRD3 antagonist, CCT chaperon mod, EPAC2 antagonist, Mm-Cpn inhibitor, PTHR1 agonist, pAkt inh, D3 ag, EPAC2 agonist
CCOC(=O)c1cc(C#N)c(N2CCN(C(=O)c3ccccc3)CC2)nc1C(F)(F)F
    27, -0.4, -5%, -2%, -33%[inhibitor], i, 27, -5%
CCOC(=O)N1CCN(C(=O)CCSc2ccc(C)cc2)CC1
    1, -1.6, -4%, 2%, i, i, 2, 11%
N#CC1(C#N)COC23CCCCC2C1(C#N)C(=N)O3 (stereo not drawn)
    15, -7.5, 7%, 0%, i, i, 3, 13%
COc1ccc(CC(=O)NC2CCSc3ccccc32)c(OC)c1 (stereo not drawn)
    -3, 0.6, -5%, 1%, -20%, i, 0, 6%
NC(=O)CC(NC(=O)Cc1cccc2ccccc12)c1ccc(NC2CC3CCC2C3)c([N+](=O)[O-])c1 (stereo not drawn)
    -65*, 0.4, -7%, -2%, -14%, i, -23, 1%
Cc1nn(C)cc1CN1CCC(CO)(CCOc2ccccc2)CC1
    -12, 0.4, -3%, -4%, i, i, 2, -4%
O=C(CSc1nc2ccccc2nc1N1CCOCC1)Nc1ccccc1F
    9, -3.0, -20%, -14%, -13%, i, 1, 1%
Cc1ccc(OCC(=O)NNC(=O)CCc2ccccc2)cc1
    16, -12, 1%, 0%, -18%, i, 2, 11%
Cn1cc(S(=O)(=O)Nc2ccc(OC(F)(F)F)cc2)c(=O)n(C)c1=O
    6, 1.7, 2%, 2%, i, i, 6, 5%
COc1cccc(C(=O)NCCCNc2nc3cc(C)cc(C)c3cc2C#N)c1
    48, -0.7, 1%, ., -82%[inhibitor], i, 13, 0%

Next part.
SMILES | DRD3 antagonist | CCT chaperon mod | EPAC2 antagonist | Mm-Cpn inhibitor | PTHR1 agonist | pAkt inh | D3 ag | EPAC2 agonist
Cc1noc(C)c1S(=O)(=O)N(CC(=O)N1CCc2ccccc21)c1ccc(C(C)C)cc1 | -19 | -4.1 | 3% | 0% | i | i | -5 | 4%
N#Cc1cnn(-c2ncnc3sc(-c4ccccc4)cc23)c1N | 24 | 0.0 | -1% | . | 25%[57.5 µM] | i | 13 | -2%
O=c1[nH]c(N/N=C/c2ccccc2)nc2ccccc12 | -10 | 1.2 | 9% | -1% | -5%[57.5 µM] | i | 7 | 0%
COC(=O)c1ccc(C)c(NC(=S)NCc2ccc(Cl)cc2)c1 | 0 | 1.8 | 1% | 0% | i | i | -6 | -9%
OCCOCCOCCn1c2ccccc2c2ccccc21 | -12 | -3.7 | -1% | -2% | -21% | i | -4 | -1%
Cc1onc(-c2ccccc2Cl)c1C(=O)NC(=S)Nc1ccccc1C(N)=O | -12 | 2.5 | 13% | -1% | -8% | i | -4 | 9%
O=C(NNC(=S)NC(=O)c1cccc([N+](=O)[O-])c1)c1ccc(O)cc1 | -4 | -1.6 | 2% | -5% | i | i | 2 | 15%
CC(NC(=O)CCn1nc(-c2ccc(Cl)cc2)ccc1=O)c1ccccc1 (stereo not drawn) | 2 | -1.9 | 7% | -7% | i | i | 1 | -6%
C=C(C)c1nc(N)nc(N)n1 | 27 | -2.7 | -5% | -1% | -21%[57.5 µM] | i | 1 | -24%
S=C(Nc1cccc(Cl)c1)Nc1ccc2cn[nH]c2c1 | 17 | 0.7 | 1% | -1% | i | i | 3 | 0%
CN1C(=O)c2ccccc2C(C(=O)O)C1c1cn(C)c2ccccc12 (stereo not drawn) | 20 | -2.0 | 3% | 0% | i | i | -1 | 4%
CSc1ccc(CN(C)C(=O)C(Cc2ccccc2)NC(=O)c2ccccc2)cc1 (stereo not drawn) | 57 | -0.2 | 0% | 0% | -43%[inhibitor] | i | 22 | 1%
O=C(CCC1CCCCC1)NC1=NCCS1 | -22 | -0.9 | -3% | 0% | ? | i | -1 | 8%
COc1cc(CCC(=O)Nc2ccc(Br)c(C(F)(F)F)c2)cc(OC)c1OC | 21 | -0.3 | -7% | -1% | -75%[inhibitor] | i | 6 | -4%
COc1cc(C)ccc1OCCCCN1CC(C)OC(C)C1 (stereo not drawn) | ? | -1.4 | 2% | 0% | i | i | -7 | 7%
CCCC(=O)Nc1nc2n(n1)C(c1ccccc1)CC(=O)N2 (stereo not drawn) | 19 | -5.5 | -2% | -2% | i | i | -3 | -2%
COc1cc(SC)ccc1C(=O)NCCOc1ccc(Cl)cc1 | 17 | 0.7 | 11% | -1% | -28% | i | 2 | 17%
CCCCn1nnnc1C1(C)CCC(=O)N1Cc1cccc(F)c1 (stereo not drawn) | 35 | -0.9 | 4% | . | -18% | i | 6 | 12%
COC(=O)[C@H](NCc1ccc(OC)c(B(O)O)c1)C(C)C | -14 | -2.0 | 14% | . | -15% | i | -21 | 10%
COc1cc2c(cc1NC(=O)COC(=O)/C=C/c1ccc([N+](=O)[O-])cc1)oc1ccccc12 | 1 | -1.1 | 1% | -1% | -4% | i | 5 | 3%
CC(=O)c1ccc(N/C=C\C(=O)c2ccc(C)cc2)cc1 | 10 | -1.2 | 3% | 2% | -16% | i | 1 | -2%
O=[N+]([O-])c1ccc(S(=O)(=O)N/N=C/c2ccsc2)cc1 | -12 | -3.4 | 0% | 1% | -4% | i | -3 | 3%
C/C(=N\Nc1ccccn1)c1ccc2c(c1)OCO2 | -15 | -2.8 | 3% | 1% | ? | i | -2 | 14%
CCOC(=O)C(Cc1ccccc1)NC(=O)Cn1nnc(-c2ccc(SC)cc2)n1 (stereo not drawn) | -10 | -1.8 | 4% | -3% | -39% | i | -1 | -2%
O=C(Cn1cnc2c(nnn2Cc2ccccc2)c1=O)N1CCN(c2ccccc2)CC1 | 13 | 0.6 | 4% | -1% | -59%[inhibitor] | i | 1 | 5%
CCOc1ccc(C(=O)COC(=O)c2cc(=O)[nH]c3ccccc23)cc1 | 1 | -1.0 | -2% | -16% | -36%[inhibitor] | i | -1 | 20%
CCOC(=O)C1CCN(c2c(NCCN3CCN(c4ccccc4)CC3)c(=O)c2=O)CC1 | 12 | -1.6 | 3% | -4% | -17% | i | 0 | 2%
Cc1cc(C)n2ncc(C(=O)Nc3ccc(Cl)c(Cl)c3)c2n1 | 2 | 0.3 | 1% | -3% | -13% | i | -2 | -4%
CCOC(=O)N1CCC(NC(=O)c2cc(COc3c(C)cccc3C)on2)CC1 | 5 | 0.7 | -7% | -1% | -21% | i | 6 | -4%
CC(C)(C)OC(=O)NC1CCN(S(=O)(=O)c2ccc3c(c2)OCCO3)CC1 | 5 | 1.0 | -13% | 4% | -35%[inhibitor] | i | 2 | 3%
COC(=O)[C@@]1(Cc2ccc(F)cc2)[C@H]2c3cc(C(=O)N(C)C)n(Cc4ccc(C)o4)c3C[C@H]2CN1C(=O)c1ccccc1 | -20 | 0.2 | -12% | . | -6% | i | 2 | 1%
CC(C)(C)c1ccc(C(=O)Nc2ccc(C(=O)NCc3cccnc3)cc2)cc1 | 7 | 1.4 | ? | 0% | -42%[inhibitor] | i | 24 | 5%
O=C(CC(SCCO)c1ccc2c(c1)OCO2)c1ccco1 (stereo not drawn) | -20 | -0.5 | 2% | 1% | -7%[57.5 µM] | i | -3 | 4%
O=C(Nc1ccc(Br)cc1)c1cccc(N2C(=O)C3C4C=CC(C4)C3C2=O)c1 (stereo not drawn) | -2 | -1.3 | 4% | 0% | -37% | i | 3 | -1%
C[C@@H]1CN([C@@H](C)CO)C(=O)Cc2cc(NS(=O)(=O)c3cn(C)cn3)ccc2O[C@@H]1CN(C)C(=O)Nc1ccccc1 | 2 | -0.7 | 11% | -2% | -10% | i | 2 | -9%
O/N=C/c1cc(Br)ccc1OCc1ccc(F)cc1 | 10 | -0.5 | -1% | . | -31%[inhibitor] | i | 1 | 19%
CSC(=NC#N)N1CCN(c2cccc(Cl)c2)CC1 | -7 | -1.1 | 6% | 0% | -20% | i | 1 | 0%
CCOCc1nnc(NC(=O)COC)s1 | -13 | -0.5 | 5% | 2% | i | i | -3 | 10%
O=C(CSc1ccccc1)Nc1ccc(S(=O)(=O)Nc2ncccn2)cc1 | -16 | 2.0 | 2% | 1% | i | i | 6 | 7%
